Assay outcomes as filed in PubChem BioAssay.
DAGLB inh: blocks human DAGLB lipase activity | HEK293T DAGLB membrane lysate, EnzChek fluorogenic substrate | inhibition, % at 5.17 µM | Q8NCG7 | AID 504411 | 340,000 tested, 0.059% active; in the data active means inhibition above about 34%;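 further: 0% = enzyme with vehicle and 100% = wells lacking enzyme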
Target sequence (Q8NCG7 whole entry, looked up): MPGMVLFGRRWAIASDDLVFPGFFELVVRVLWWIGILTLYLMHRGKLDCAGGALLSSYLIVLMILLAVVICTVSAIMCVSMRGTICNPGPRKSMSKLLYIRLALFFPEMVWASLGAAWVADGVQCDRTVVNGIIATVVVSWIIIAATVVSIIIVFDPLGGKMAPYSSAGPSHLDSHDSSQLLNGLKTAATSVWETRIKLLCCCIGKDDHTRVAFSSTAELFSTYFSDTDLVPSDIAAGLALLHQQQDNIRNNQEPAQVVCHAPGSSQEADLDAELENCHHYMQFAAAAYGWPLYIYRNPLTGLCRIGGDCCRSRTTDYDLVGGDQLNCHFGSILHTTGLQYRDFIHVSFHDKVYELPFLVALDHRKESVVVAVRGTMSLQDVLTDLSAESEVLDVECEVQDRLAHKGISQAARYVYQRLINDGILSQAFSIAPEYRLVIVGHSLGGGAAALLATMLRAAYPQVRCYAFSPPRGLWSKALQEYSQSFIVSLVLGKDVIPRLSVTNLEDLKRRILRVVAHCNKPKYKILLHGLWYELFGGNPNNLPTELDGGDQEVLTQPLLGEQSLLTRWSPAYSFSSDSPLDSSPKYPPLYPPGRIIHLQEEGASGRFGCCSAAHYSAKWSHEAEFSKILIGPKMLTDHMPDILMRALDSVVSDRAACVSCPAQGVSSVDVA
Ecoli viability: reduces bacterial viability in AddAB counter-screen; AID 449728; inhibition, % at 11.9 µM; E. coli V3065 growth, OD600 absorbance, 18 h; 330,000 tested, 0.27% active;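 active means inhibition above the campaign's mean inhibition across all tested compounds plus 3 SD, cut at about 9.9% in these data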;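 further: uninfected addAB+ strain grown without phage in ampicillin broth; 0% = DMSO wells and 100% = ciprofloxacin 0.95 µg/ml wells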
PvdQ inh: P. aeruginosa PvdQ acylase inhibition; purified PvdQ acylase, fluorescence plate reader; 340,000 tested, 0.063% active; inhibition, % at 10 µM; AID 488965; in the data active means inhibition above about 30%, passing the limit was not always enough;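 further: 0% = vehicle neutral wells and 100% = reference inhibitor wells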
Wnt act: activates Wnt/beta-catenin signaling in a reporter cell assay | activator, plate reader | activation, % at 9.35 µM | 300,000 tested, 1.2% active | AID 743398; in the data active means activation above about 30%, passing the limit was not always enough;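 further: 0% = neutral control wells and 100% = positive control wells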
CAL PDZ inh: human CAL PDZ-peptide interaction inhibition. inhibition, % at 20 µM. Q9HD26. 330,000 tested, 0.02% active. purified CAL PDZ, TMR-peptide fluorescence polarization, 1 h;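 active means highest replicate inhibition of at least 40%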;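 further: plate controls were DMSO neutral control wells for no effect and unlabeled competitor peptide control wells for full effect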
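Test system: purified CerCALP PDZ construct; Compound dosing: one concentration, 20 µM compound; Also added: TMR-labelled reporter peptide T*-PRC34 bound in PDZ groove; Read-out: inhibition from polarization loss; Controls: unlabelled peptide and DMSO controls; Signal: FP readout, S and P plane fluorescence; Incubation: 1 h at RT.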
AddAB inh: less growth of phage-infected E. coli with AddAB | E. coli expressing H. pylori AddAB, absorbance growth | 330,000 tested, 0.29% active | inhibition, % at 11.9 µM | AID 435030; in the data active means inhibition above about 12%;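 further: 0% = vehicle wells of infected cells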
PfHsp90 yeast 2: reduces growth (ATP signal) of yeast expressing P. falciparum Hsp90 | S. cerevisiae expressing PfHsp90, BacTiter-Glo ATP, 48 h; yeast lacking PDR1 and PDR3 efflux regulators | inhibition, % at 9.4 µM | 310,000 tested, 0.32% active;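 active means every replicate shows inhibition above about 80%, whatever the replicate mean, limit read from the data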;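 further: 0% = DMSO neutral controls and 100% = 20 µM radicicol positive controls; yeast relying on Plasmodium falciparum Hsp90 in place of its own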
phage Ecoli inh: E. coli growth loss with phage present; growth absorbance; inhibition, % at 11.9 µM; 360,000 tested, 0.26% active; in the data active means inhibition above about 11%
Rtt109 HAT inh: C. albicans Rtt109 histone acetyltransferase inhibition; Q5AAJ8; purified Rtt109/Vps75, ThioGlo CoA-SH fluorescence, 4 h; inhibition, % at 34.9 µM; 330,000 tested, 0.16% active;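 active means inhibition of at least 50% in every replicate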
Target sequence (Q5AAJ8 whole entry, looked up): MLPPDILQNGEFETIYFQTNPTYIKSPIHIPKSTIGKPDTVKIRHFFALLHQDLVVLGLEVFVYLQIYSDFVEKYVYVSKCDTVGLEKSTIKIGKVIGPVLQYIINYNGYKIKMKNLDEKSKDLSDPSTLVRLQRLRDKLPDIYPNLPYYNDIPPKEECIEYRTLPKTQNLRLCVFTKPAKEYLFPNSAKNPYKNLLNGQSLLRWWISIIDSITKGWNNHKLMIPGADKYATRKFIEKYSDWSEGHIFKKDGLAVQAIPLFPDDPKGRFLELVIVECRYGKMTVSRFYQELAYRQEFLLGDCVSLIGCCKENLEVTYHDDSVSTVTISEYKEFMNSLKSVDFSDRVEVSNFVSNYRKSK
Tat export inh: inhibitors of E. coli Tat protein transport | E. coli MC4100 TorA-mCherry Tat export, fluorescence | inhibition, % at 10 µM | 340,000 tested, 0.036% active | AID 488895;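 active means mean replicate inhibition at least 50% and at least half of replicates individually reaching 50%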;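 further: exported cargo escapes ClpAP degradation while cytoplasmic cargo is degraded and loses fluorescence; 0% = median of neutral control wells and 100% = median of NaSCN control wells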
An asterisk follows results filed as active; . = not tested or not shown.

SMILES | DAGLB inh | Ecoli viability | PvdQ inh | Wnt act | CAL PDZ inh | AddAB inh | PfHsp90 yeast 2 | phage Ecoli inh | Rtt109 HAT inh | Tat export inh
O=C(NNC(=O)c1cccnc1)NC1CCCCC1 | -1 | -2.5 | -5 | -1 | 0.2 | -2.2 | -1 | 0.7 | . | -6
CCN1CCc2c(OCC(=O)N3N=C(c4cccs4)CC3c3ccc(F)cc3)cccc2C1=O (configuration not stated) | 3 | 0.2 | -8 | . | -1.5 | 0.9 | 8 | 4.4 | 2 | 20
Cc1ccc(C(c2nnnn2C2CCCCC2)N2CCN3CCCC3C2)cc1 (configuration not stated) | 0 | 0.0 | 4 | . | -0.5 | 2.0 | -41 | 2.4 | -6 | 6
NC(=O)C1(Nc2ccccc2Cl)CCCC1 | 0 | . | 6 | 0 | 0.6 | . | . | 1.3 | -2 | 6
CN(C)S(=O)(=O)c1cccc(COC(=O)c2ccc3c(c2)OCO3)c1 | -3 | -0.2 | 1 | 1 | -1.2 | -0.2 | . | -0.8 | -12 | 5
O=C(/C=C/Sc1ccccc1)c1ccccc1 | -16 | -1.4 | 4 | -16 | -2.5 | 0.3 | -50 | 0.6 | 43 | 6
Cc1ccccc1N(CC(=O)N1CCc2ccccc2C1)S(C)(=O)=O | 0 | -0.9 | -22 | 0 | 1.0 | 2.3 | -16 | 2.4 | 2 | 3
COC(=O)c1c(C(=O)OC)c(-c2ccc(C)cc2)n2c1CCC2 | 0 | 0.4 | -13 | . | -2.7 | 1.6 | 18 | 0.7 | -3 | -5
COc1ccc([C@H]2CC(=O)C=C(c3c(OC)cccc3OC)C2)cc1 | -5 | -0.4 | 2 | -10 | -0.2 | 1.8 | -5 | 3.0 | 0 | 5
COc1ccccc1C(=O)Nc1cccc2c1CCCC2 | -13 | 0.6 | 4 | 4 | . | 1.4 | 0 | 0.6 | -9 | -11
Cc1ccc(C(c2nnnn2C(C)(C)C)N2CCN(C3CCCC3)CC2)cc1 (configuration not stated) | -8 | -2.8 | -15 | -2 | -2.0 | 1.6 | -31 | 0.6 | -10 | 5
Cc1cccc(C(=O)O)c1[N+](=O)[O-] | -2 | -0.5 | -12 | -1 | -1.0 | 0.5 | -24 | 2.3 | -10 | -4
O=C(CN1CCN(c2ccccn2)CC1)Nc1ccc(OC(F)(F)F)cc1 | -3 | -1.9 | 21 | 1 | 0.8 | 0.0 | 3 | 3.2 | 13 | -4
Cc1ccc(S(=O)(=O)NCC(c2cccnc2)N2CCN(Cc3ccccc3)CC2)cc1 (configuration not stated) | -1 | 0.4 | -19 | -2 | -6.2 | -0.1 | 15 | -0.2 | 6 | 0
COc1ccc(NC2CS(=O)(=O)CC2OC(=O)c2ccc(F)cc2)cc1 (configuration not stated) | 1 | 1.9 | -14 | . | -1.0 | 0.8 | 7 | 1.0 | 0 | -14
O=C1C=C(/C=C/C2C=CC=CC2)C[C@@H](c2ccc(Cl)cc2)C1 (some centres not stated) | -22 | 0.9 | 4 | -3 | 0.1 | 3.0 | -3 | 3.7 | -1 | 6
C[N+]1(CC(=O)OCCCc2ccccc2)CCOCC1 | 3 | -0.5 | 1 | . | -1.0 | -2.4 | 8 | 0.9 | 21 | 4
Nc1ccc(S(=O)(=O)NC2(C(F)(F)F)NC(=O)N(c3ccc(F)cc3)C2=O)cc1 (configuration not stated) | 1 | -0.8 | -11 | 2 | -2.4 | 1.2 | -11 | 1.5 | 9 | 5
COc1ccc(NC(=O)COc2ccc(C)c(C)c2)cc1S(=O)(=O)N1CCCCC1 | -4 | 1.9 | -16 | -2 | -1.4 | 1.4 | -3 | 2.7 | 5 | 4
O=C(O)c1ccc(NC(=O)C(c2ccccc2)c2ccccc2)cc1 | 1 | -0.1 | -16 | 2 | -0.6 | -0.2 | -7 | 2.6 | 6 | -4

Some of the entries so far, as comma-separated lines:
structure,DAGLB inh,Ecoli viability,PvdQ inh,Wnt act,CAL PDZ inh,AddAB inh,PfHsp90 yeast 2,phage Ecoli inh,Rtt109 HAT inh,Tat export inh
O=C(/C=C/Sc1ccccc1)c1ccccc1,-16,-1.4,4,-16,-2.5,0.3,-50,0.6,43,6
Cc1ccccc1N(CC(=O)N1CCc2ccccc2C1)S(C)(=O)=O,0,-0.9,-22,0,1.0,2.3,-16,2.4,2,3
COC(=O)c1c(C(=O)OC)c(-c2ccc(C)cc2)n2c1CCC2,0,0.4,-13,.,-2.7,1.6,18,0.7,-3,-5
COc1ccc([C@H]2CC(=O)C=C(c3c(OC)cccc3OC)C2)cc1,-5,-0.4,2,-10,-0.2,1.8,-5,3.0,0,5
COc1ccccc1C(=O)Nc1cccc2c1CCCC2,-13,0.6,4,4,.,1.4,0,0.6,-9,-11
Cc1ccc(C(c2nnnn2C(C)(C)C)N2CCN(C3CCCC3)CC2)cc1 (configuration not stated),-8,-2.8,-15,-2,-2.0,1.6,-31,0.6,-10,5
Cc1cccc(C(=O)O)c1[N+](=O)[O-],-2,-0.5,-12,-1,-1.0,0.5,-24,2.3,-10,-4

Later entries:
SMILES | DAGLB inh | Ecoli viability | PvdQ inh | Wnt act | CAL PDZ inh | AddAB inh | PfHsp90 yeast 2 | phage Ecoli inh | Rtt109 HAT inh | Tat export inh
Cc1cccc(C)c1OCC(=O)N1CCc2ccccc2C1 | -7 | 1.1 | -8 | -1 | -0.4 | -0.1 | -27 | 1.8 | -7 | -2
C[C@@H]1CN([C@H](C)CO)C(=O)c2cc(NC(=O)Nc3ccc(C(F)(F)F)cc3)ccc2O[C@H]1CN(C)S(=O)(=O)c1ccccc1 | 1 | 1.5 | -11 | -12 | -2.8 | 1.6 | -18 | 3.0 | 1 | 4
O=C(c1ccco1)N1CCN(C(=O)C23CC4CC(CC(C4)C2)C3)CC1 | 0 | 1.5 | 6 | 2 | -0.4 | 3.5 | 6 | 0.4 | 6 | 0
CCC1CCCCN1CCCNC(=O)C1CCN(c2ncnc3c2nc2n3CCCCC2)CC1 (configuration not stated) | 5 | -0.3 | -4 | -2 | -3.7 | 1.4 | 8 | 1.4 | 5 | 11
COC(=O)c1ccccc1NC(=O)CSc1nncn1-c1ccccn1 | 1 | -0.7 | -4 | 2 | -2.0 | 1.0 | -7 | 2.1 | -17 | 8
CC(C)NC(=O)/C(C#N)=C\c1ccc(N(C)C)o1 | -4 | 1.6 | 0 | -3 | -12 | 1.6 | -14 | 4.0 | 8 | -4
Cc1oc(-c2ccccc2)cc1C(=O)Nc1cccc(/C=C/C(=O)O)c1 | 3 | . | 3 | 0 | -3.0 | . | -2 | 4.1 | 19 | 11
COc1cccc(OC)c1CN1CCCC(C(=O)c2ccccc2SC)C1 (configuration not stated) | 0 | 0.8 | -11 | -1 | -1.1 | 1.6 | 6 | 3.3 | 3 | 6
CN=C1SC(CC(=O)Nc2ccc(C(=O)O)cc2)C(=O)N1C (configuration not stated) | -2 | 2.2 | -1 | 1 | -0.6 | 1.6 | -1 | 0.5 | -2 | -12
CCOc1ccc(C(=O)OCC(=O)Nc2cc(S(=O)(=O)N3CCOCC3)ccc2N2CCOCC2)cc1 | -6 | . | -4 | -3 | -1.3 | . | 41 | 3.0 | -1 | -5
Cc1ccsc1CNn1cnnc1SCc1ccc(Cl)cc1 | -1 | -1.8 | -2 | -3 | -1.9 | 0.8 | -7 | 0.8 | -1 | 0
COc1ccccc1N1CCN(C(=O)CCC(=O)Nc2nnc(CC(C)C)s2)CC1 | 1 | -4.1 | -9 | 0 | -3.0 | 2.4 | 1 | 1.1 | -15 | 3
CCOC(=O)c1ccc(COC(=O)c2ccc3c(c2)-c2ccccc2C3=O)cc1 | 0 | 0.8 | -1 | 0 | -0.1 | 1.8 | -7 | 0.8 | 5 | -11
O=C(Cc1ccc(Cl)cc1Cl)OCC(=O)c1ccc[nH]1 | -3 | -0.6 | -5 | -3 | -2.0 | 0.2 | 7 | 0.8 | 2 | 4
O=C(CSc1nc(N2CCOCC2)nc(N2CCOCC2)n1)Nc1ccc(Cl)cc1Cl | -2 | -0.8 | -8 | 0 | -2.6 | 2.8 | 8 | 1.2 | 12 | 4
CN(C(N)=S)c1ccccc1 | -1 | 1.4 | 1 | 1 | -1.0 | 4.5 | 12 | -0.3 | -8 | -4
CC(=O)NCC(=O)NC(C(=O)Nc1ccc2c(c1)OCCO2)c1ccc(C)cc1 (configuration not stated) | -1 | 1.0 | -15 | 0 | . | 1.2 | -11 | 1.1 | -6 | -1
O=C(NCc1nnc(SCC(=O)N2CCN(c3ccccc3)CC2)o1)c1ccc(F)cc1 | 0 | 2.9 | -13 | -3 | -2.2 | 0.8 | 11 | 0.4 | -1 | -6
CCCn1c(N)c(C(=O)CSc2nnc(-c3c[nH]c4ccccc34)n2C2CC2)c(=O)[nH]c1=O | 0 | 0.4 | -15 | -1 | -0.6 | 1.3 | 31 | 1.3 | 0 | 2
Cc1ccc(NC(=O)CN2CCN(S(=O)(=O)c3ccc(F)cc3)CC2)cc1C | -6 | -0.2 | 7 | -1 | -0.6 | 1.6 | 4 | -1.9 | -11 | 8
CCOc1cc(/C=N/NC(=O)Cn2nc([N+](=O)[O-])cc2C)cc(Br)c1OCc1ccccc1F | 2 | -1.8 | -6 | . | -0.4 | 4.5 | 16 | 4.4 | 2 | 2
CNC(=S)NCc1ccc(Cl)cc1 | 3 | -1.2 | -4 | -2 | -2.1 | -0.4 | 14 | 0.6 | 1 | 0
CCOc1ccc(NC(=O)C(C)Oc2ccc(C#N)cc2)cc1S(=O)(=O)N1CCCC1 (configuration not stated) | -1 | -1.2 | -4 | -2 | -0.6 | 1.3 | -8 | 0.3 | 1 | 3
CCCCN(C)C(=O)c1cc2cc3ccc(OC)cc3nc2s1 | -2 | -3.2 | 12 | 6 | -2.1 | -0.2 | -1 | 0.5 | 4 | 7
Clc1ccccc1/C=N/c1cc(-c2ccccc2)nn1-c1ccccc1 | -1 | -0.2 | -11 | . | -2.4 | 1.9 | . | 2.5 | -1 | -4
COc1ccc(-c2oc3ncnc(NCCCN(C)C)c3c2-c2ccc(OC)cc2)cc1 | -1 | -2.2 | -24 | -3 | . | -3.9 | -7 | -0.2 | 6 | -2
CCCCN(CC)CCNC(=O)C1CCN(S(=O)(=O)c2cccc3nsnc23)CC1 | -2 | 0.1 | -13 | 0 | -0.9 | 2.5 | 7 | 0.6 | 0 | -6
O=[N+]([O-])c1ccccc1S(=O)(=O)N1CCN(Cc2cc3c(cc2O)OCO3)CC1 | -1 | 0.9 | 3 | -2 | 0.2 | -0.3 | 8 | 3.4 | 20 | -6
O=C(O)c1ccc(-n2nc(-c3ccccc3)c3ccccc3c2=O)cc1 | 0 | 0.9 | 9 | 2 | -0.7 | -1.2 | -8 | 0.0 | 8 | -7
Fc1ccc(C(c2nnnn2C2CCCC2)N2CCN(Cc3ccccc3)CC2)cc1 (configuration not stated) | -5 | . | -5 | . | -0.6 | . | . | -0.2 | 18 | -5
